# DAGLB inh = diacylglycerol lipase beta (human) inhibition; Q8NCG7; HEK293T DAGLB membrane lysate, EnzChek fluorogenic substrate; inhibition, % at 5.17 µM; actives 0.059% (n = 340,000); AID 504411; in the data active = inhibition above about 34%;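 also: 0% = enzyme with vehicle and 100% = wells lacking enzyme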
# HTR5A inv ag = counter-screen for OPRM1-OPRD1 inverse agonists: human HTR5A inverse agonism | P47898 | HTR5A cell line, luminescence | inhibition, % at 9.3 µM | actives 0.083% (n = 340,000); in the data active = inhibition mostly above about 23%, no sharp cut-off; inactive = mostly below about 18%;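 also: 0% = cells with DMSO and 100% = no-cell wells with DMSO; some compounds called inactive have numbers as strong as hits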
# Mot1-301 SUMO = inhibitors of SUMOylation pathway: yeast Mot1-301 growth rescue. S. cerevisiae Mot1-301 growth rescue, ATP luminescence, 38.5C; percent above DMSO median, 100 means doubled. growth rescue, % at 18.8 µM. actives 1% (n = 320,000);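 active = every valid replicate shows activation above 250% relative to neutral control wells; inactive = the rest, any valid replicate at or below 250%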;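 also: OY570 slx delta 5 strain wells were the positive control but not used for scaling; some compounds called inactive have numbers as strong as hits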
# AddAB inh = less growth of phage-infected E. coli with AddAB. inhibition, % at 11.9 µM. actives 0.29% (n = 330,000). E. coli expressing H. pylori AddAB, absorbance growth; in the data active = inhibition above about 12%;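 also: 0% = vehicle wells of infected cells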
# CDK5 p35 inh = blocks human CDK5/p35 kinase activity. Q00535+Q15078. Recombinant CDK5/p35, ADP-Glo luminescence, 60 min. inhibition, % at 10 µM. actives 0.01% (n = 330,000). AID 488839;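 active = highest replicate inhibition of at least 50% and at least 75% of replicates reaching 50%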;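 also: plate controls were DMSO neutral control for no effect and GW8510 at 10 µM for full effect; many of its hits are not listed in these tables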
# Target sequence (Q00535 whole entry, looked up): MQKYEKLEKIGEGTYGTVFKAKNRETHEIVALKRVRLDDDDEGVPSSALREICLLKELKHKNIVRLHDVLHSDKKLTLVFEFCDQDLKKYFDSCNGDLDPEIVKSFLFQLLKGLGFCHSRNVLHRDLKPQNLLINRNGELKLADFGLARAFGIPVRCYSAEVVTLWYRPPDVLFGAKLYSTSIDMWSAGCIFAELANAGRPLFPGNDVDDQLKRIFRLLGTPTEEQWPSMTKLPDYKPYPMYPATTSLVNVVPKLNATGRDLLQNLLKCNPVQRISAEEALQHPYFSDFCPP
# Target sequence (Q15078 whole entry, looked up): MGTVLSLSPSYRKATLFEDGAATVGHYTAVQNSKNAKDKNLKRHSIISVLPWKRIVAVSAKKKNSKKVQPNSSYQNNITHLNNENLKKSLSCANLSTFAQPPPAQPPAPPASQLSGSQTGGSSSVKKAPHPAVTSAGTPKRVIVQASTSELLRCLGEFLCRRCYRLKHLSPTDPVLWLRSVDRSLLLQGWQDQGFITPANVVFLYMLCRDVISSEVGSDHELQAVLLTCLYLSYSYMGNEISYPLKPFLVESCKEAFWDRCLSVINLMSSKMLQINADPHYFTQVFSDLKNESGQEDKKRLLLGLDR
# phage Ecoli inh = E. coli growth loss with phage present | growth absorbance | inhibition, % at 11.9 µM | actives 0.26% (n = 360,000); in the data active = inhibition above about 11%
# HTR5A ag ctr = activates human HTR5A in OPRM1-OPRD1 agonist counter-screen. P47898. HTR5A agonist assay, luminescence, cell-based. activation, % at 9.3 µM. actives 0.61% (n = 340,000); in the data active = activation mostly above about 9.5%, no sharp cut-off; inactive = mostly below about 7.6%;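 also: 0% = cells with vehicle only and 100% = reference agonist; strong numbers were not always called active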
# PKA-R2B activ = activates the human PKA-R2B holoenzyme complex; AID 504700; P22694+P31323; activation, % at 11.4 µM; actives 0.079% (n = 340,000); PKA-R2B holoenzyme dissociation, Cy5-IP20 fluorescence polarization; R2B truncated from residue 108, S112A mutant; 0% DMSO only, 100% 113 µM cGMP;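 active = activation above a cutoff set at the mean over all compounds plus 3 SD, cut at about 18% in these data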;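 also: higher means more holoenzyme dissociation and a rise in polarization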
# Target sequence (P31323 whole entry, looked up, other chains not shown, the tested form may be a part): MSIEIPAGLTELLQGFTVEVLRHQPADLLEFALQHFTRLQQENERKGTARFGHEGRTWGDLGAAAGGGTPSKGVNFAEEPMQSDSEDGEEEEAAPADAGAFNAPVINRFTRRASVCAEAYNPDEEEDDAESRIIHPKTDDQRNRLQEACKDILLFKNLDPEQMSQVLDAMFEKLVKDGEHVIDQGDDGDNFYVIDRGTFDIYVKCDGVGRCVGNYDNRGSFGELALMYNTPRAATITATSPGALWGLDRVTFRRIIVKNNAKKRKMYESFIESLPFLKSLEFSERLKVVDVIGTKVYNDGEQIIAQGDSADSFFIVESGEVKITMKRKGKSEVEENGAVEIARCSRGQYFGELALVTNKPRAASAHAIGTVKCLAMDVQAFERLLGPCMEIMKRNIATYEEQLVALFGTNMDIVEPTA
# Ecoli viability = reduces bacterial viability in AddAB counter-screen; inhibition, % at 11.9 µM; actives 0.27% (n = 330,000); E. coli V3065 growth, OD600 absorbance, 18 h; AID 449728;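 active = inhibition above the campaign's mean inhibition across all tested compounds plus 3 SD, cut at about 9.9% in these data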;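 also: uninfected addAB+ strain grown without phage in ampicillin broth; 0% = DMSO wells and 100% = ciprofloxacin 0.95 µg/ml wells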
# Tat export inh = E. coli Tat transport inhibition. E. coli MC4100 TorA-mCherry Tat export, fluorescence. inhibition, % at 10 µM. actives 0.036% (n = 340,000);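 active = mean replicate inhibition at least 50% and at least half of replicates individually reaching 50%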;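 also: exported cargo escapes ClpAP degradation while cytoplasmic cargo is degraded and loses fluorescence; 0% = median of neutral control wells and 100% = median of NaSCN control wells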
# PKA-R1A act = activators of PKA-R1A complex. P00514+P68181. PKA-R1A dissociation, Cy5-IP20 fluorescence polarization; scaled: DMSO 0%, 113 µM cGMP 100%. activation, % at 11.4 µM. actives 0.083% (n = 340,000);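 active = percent activation above the mean of all tested compounds plus 3 SD, cut at about 19% in these data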;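 also: higher means more PKAc released from R1A so a rise in polarization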
# * hit, by the source's call; . = no result given.
SMILES,DAGLB inh,HTR5A inv ag,Mot1-301 SUMO,AddAB inh,CDK5 p35 inh,phage Ecoli inh,HTR5A ag ctr,PKA-R2B activ,Ecoli viability,Tat export inh,PKA-R1A act
CN1CCC/C1=C1/C(=O)N(c2ccccc2)N=C1NC(=O)Nc1cccc(Cl)c1,8,26,.,2.1,-2.6,1.6,-1,-7,1.3,6,0
Cc1ccc(S(=O)(=O)NCC(=O)Nc2cccc([N+](=O)[O-])c2)cc1,0,5,-14,1.1,-1.9,3.3,-2,5,1.6,-5,-1
CSCCC(NS(=O)(=O)/C=C/c1ccccc1)C(=O)O (stereo unspecified),0,25,7,0.0,-0.2,0.8,-4,9,0.9,-4,-1
c1ccc2c(c1)OCCOCCOc1ccccc1OCCOCCO2,-1,-31,735*,0.1,1.5,2.5,12,-5,-0.6,0,3
O=C(OCc1nc2ccccc2s1)c1ccccc1O,-5,-5,-18,-1.2,-0.3,3.3,1,-2,0.1,9,-8
CCC(C(=O)NC(C)(C)C)N(Cc1ccco1)C(=O)CNS(=O)(=O)c1ccc(OC)cc1 (stereo unspecified),0,-5,287,4.2,0.6,3.8,-2,-7,1.7,-3,1
Cc1ccc(NC(=O)COC(=O)c2ccc(Cl)cc2)cc1S(=O)(=O)N(C)C,-5,10,-6,1.9,0.1,-1.9,-4,-5,0.9,1,-4
c1ccc2c3c([nH]c2c1)C1(CCCCC1)NCC3,2,-71,-22,5.0,1.1,7.5,-7,0,-0.2,3,8
O=C(O)CCCCCNC(=O)/C=C/c1ccco1,1,15,-17,5.6,-0.1,3.4,4,-12,3.6,0,-4
CCOC(=O)c1ccccc1NC(=O)COC(=O)CSCC(=O)Nc1cc(C)on1,-1,2,-5,3.4,-1.1,3.4,-8,-16,2.4,-7,2

# 2 of these compounds in a different format:
c1ccc2c3c([nH]c2c1)C1(CCCCC1)NCC3
  DAGLB inh: 2 | HTR5A inv ag: -71 | Mot1-301 SUMO: -22 | AddAB inh: 5.0 | CDK5 p35 inh: 1.1 | phage Ecoli inh: 7.5 | HTR5A ag ctr: -7 | PKA-R2B activ: 0 | Ecoli viability: -0.2 | Tat export inh: 3 | PKA-R1A act: 8
O=C(O)CCCCCNC(=O)/C=C/c1ccco1
  DAGLB inh: 1 | HTR5A inv ag: 15 | Mot1-301 SUMO: -17 | AddAB inh: 5.6 | CDK5 p35 inh: -0.1 | phage Ecoli inh: 3.4 | HTR5A ag ctr: 4 | PKA-R2B activ: -12 | Ecoli viability: 3.6 | Tat export inh: 0 | PKA-R1A act: -4

# Next part:
SMILES,DAGLB inh,HTR5A inv ag,Mot1-301 SUMO,AddAB inh,CDK5 p35 inh,phage Ecoli inh,HTR5A ag ctr,PKA-R2B activ,Ecoli viability,Tat export inh,PKA-R1A act
c1ccc(CCNc2ncnc3scc(C4COc5ccccc5O4)c23)cc1 (stereo unspecified),-7,-11,-12,2.9,1.2,0.8,4,-15,1.7,23,-5
CCN(CC)C(=O)C(=O)N/N=C/c1ccc(C(=O)OC)cc1,-3,-15,20,-0.8,-0.2,1.8,2,11,0.5,-5,-7
COc1ccc(C2CC(O)(c3ccccc3)Oc3cc(OC)c(OC)c(OC)c32)cc1 (stereo unspecified),-1,0,12,1.9,0.9,1.3,-2,-8,-0.8,9,-15
Cc1ccc(S(=O)(=O)N2CC(=NN=C(N)N)C2)cc1,2,-17,-7,3.0,2.4,1.8,6,-6,1.8,0,4
O=C(Nc1ccncc1)c1ccc(Cl)c(S(=O)(=O)N2CCCC2)c1,-1,-1,-2,0.5,-2.0,5.2,2,-7,1.9,0,-9
CC(=O)c1c(C)[nH]c(C(=O)COC(=O)C2CC2)c1C,-2,-9,13,-0.8,0.5,0.9,2,8,-1.4,-6,1
CCN(CC)CCOC(=O)c1cc(Cl)c(N)cc1OC,2,-35,-22,-2.5,0.0,2.7,-3,3,1.3,1,-2
C=CCNC(=S)Nc1ccc2nsnc2c1,-1,-2,-8,1.1,-0.4,2.1,1,-3,1.8,-2,-12
CNc1c([N+](=O)[O-])cnn1-c1ccccc1Cl,1,11,.,-0.2,-2.4,5.1,5,-11,-1.4,4,3
COc1ccc(CN2CCC(C(=O)N(C)CCc3ccc(OC)c(OC)c3)CC2)c(OC)c1,2,-4,-2,-1.5,-0.4,2.6,-2,2,-2.2,-2,-12
CCCCCCCCCCn1cc(C(C)=O)c(=O)[nH]c1=O,-2,12,6,2.3,0.8,4.0,-4,-15,-0.6,5,-10
Cc1cc(OCC(=O)NCCc2c[nH]c3ccccc23)c2c(C)cc(=O)oc2c1,-5,10,-2,2.9,-2.0,1.7,7,5,-2.0,1,-9
CCN(Cc1ccccc1)C(c1ccc(C)cc1)c1nnnn1C(C)(C)CC (stereo unspecified),-27,-24,0,0.3,3.3,2.1,-2,2,-1.5,-5,4
Cc1cc(=O)oc2cc(NC(=O)CN3C(=O)NC(C)(c4ccccc4)C3=O)ccc12 (stereo unspecified),4,-17,-6,2.4,1.6,5.1,6,-3,-0.4,-1,1
CS(=O)(=O)NNC(=O)c1cc2cc3ccccc3nc2s1,1,-1,2,1.2,2.1,4.5,1,-4,-1.5,1,-5
CC(=O)N1c2ccc(S(=O)(=O)N(C)CC(=O)N(C)Cc3ccccc3)cc2CC1C (stereo unspecified),2,7,4,0.8,-1.2,1.2,0,2,1.6,0,5
Cc1ccc(S(=O)(=O)NCC(=O)NCC2COc3ccccc3O2)cc1C (stereo unspecified),2,4,-14,2.1,-1.9,0.9,-2,-7,1.2,-13,10
COc1ccc(-c2cc(-c3nnc(COC(=O)CC4CCCC4)o3)c3ccccc3n2)cc1OC,-3,3,9,0.0,-0.9,1.8,-1,6,-0.5,0,1
O=C(Cn1cc(C(F)(F)F)cc(Cl)c1=O)NC1CCS(=O)(=O)C1 (stereo unspecified),-1,-13,3,-1.1,-0.1,0.5,-1,-3,-1.9,3,-6
CN(CC(=O)Nc1ccc(Cl)c(C(F)(F)F)c1)CC(=O)NC1CCCCC1,1,-3,12,0.9,0.0,.,1,-9,-0.2,5,-11
N#CC1=C(SCC(N)=O)NC(=O)CC1c1cccc2ccccc12 (stereo unspecified),1,-17,.,.,-0.5,2.3,6,-11,.,1,-9
O=C(CSc1nnc(-c2ccc(F)cc2)o1)Nc1ccc(S(=O)(=O)N2CCCCCC2)cc1,3,-35,29,0.3,1.1,1.1,14,-5,-0.2,2,-3
CCc1ccc(NS(=O)(=O)c2c(C(=O)N3CCOCC3)c(C)n(C)c2C)cc1,-1,2,78,1.2,0.7,3.0,-1,4,-0.3,-8,11
CCOC(=O)c1nn(-c2ccccc2)cc1O,-1,7,-5,2.3,2.5,0.6,-2,1,-1.6,1,-8
CC(C)(C)c1ccc(-c2n[nH]c(=S)n2/N=C/c2ccncc2)cc1,4,9,-4,1.7,1.0,2.0,-1,-7,0.9,2,-7
Cc1cc(C)c(NC(=O)c2cccc(NC(=O)c3ccco3)c2)c(C)c1,1,15,8,2.4,2.2,1.4,-4,3,-1.3,3,-3
COc1ccc(CC(=O)N2CCN(c3ccccn3)CC2)cc1OC,-1,6,7,-2.7,-0.7,2.5,-1,7,-1.6,-8,-6
CC1(C)C2CCC1(CS(=O)(=O)N1CCN(c3ccc(F)cc3)CC1)C(=O)C2 (stereo unspecified),-1,-24,53,2.5,0.6,-1.4,9,10,-1.7,1,-2
CCC(C)(C)C1CCC2(CC1)NC(=S)N(c1ccccc1)N2 (stereo unspecified),-4,2,214,0.2,-0.1,1.4,4,3,-1.4,1,-9
NS(=O)(=O)c1ccc(NC(=O)CSc2ncccn2)cc1,-6,-12,381,0.4,2.0,3.2,1,3,-1.5,1,5
Cc1nc2c(C(=O)NCc3ccc4c(c3)OCO4)c[nH]n2c(=O)c1Cc1ccccc1F,12,-8,241,0.1,0.9,.,5,-15,-2.9,12,-12
O=C(NCc1ccccc1Cl)C1CCCN1S(=O)(=O)c1ccc(F)cc1 (stereo unspecified),0,-19,3,0.7,-1.2,2.4,7,-4,1.7,0,1
Cc1ccc(OCC(=O)NCC(=O)Nc2ccc(F)cc2)c([N+](=O)[O-])n1,0,-4,21,3.5,0.8,2.8,1,0,1.6,-11,-1
COCCNC(=O)C(C)OC(=O)c1cc2sccc2n1C (stereo unspecified),-1,2,1,3.0,0.6,0.4,8,-3,-2.0,-7,-14
COc1ccc2oc(=O)c(C(=O)N3CCN(c4ccc(F)cc4)CC3)cc2c1,1,9,1,0.9,-0.3,2.4,0,3,2.0,0,-9
Cc1ccc(NC(=O)CCNCc2ccco2)cc1S(=O)(=O)N(C)C,1,7,43,-0.5,-0.4,2.4,-3,-1,-1.9,-4,-6
OCCNc1nc(Nc2cccc(O)c2)nc2ccccc12,0,9,-4,-0.6,2.6,1.4,-1,-1,-2.6,9,0
CCc1ncc(CN2CCC(C(=O)Nc3ccc(-n4nc(C)cc4C)cc3)CC2)cn1,-2,9,1,4.2,-1.3,1.6,-3,-11,-0.8,5,4
CC(Oc1ccc2ccccc2c1)C(=O)NNC(=O)Nc1ccccc1F (stereo unspecified),1,-6,-17,.,-0.1,-1.3,1,0,.,1,7
CC1=C(C(=O)N2CCOCC2)C(c2ccccc2F)C2=C(CC(C)(C)CC2=O)N1 (stereo unspecified),1,-4,8,-0.2,-0.2,2.4,-6,-10,-1.7,-7,-8
O=C(O)CCC(=O)Nc1ccc(C(=O)OCC(=O)c2ccc(Cl)cc2)cc1,0,-20,-10,4.5,-0.5,5.5,-1,-12,0.3,-10,-13
Cc1nc(SCC(=O)NNC(=O)c2cccs2)[nH]c(=O)c1C,-1,9,13,-0.2,0.4,5.0,-3,-3,-2.4,-2,-3
O=C(c1cccc(Cl)c1)N1CCC(N2CCC(C(=O)N3CCOCC3)CC2)CC1,2,16,-10,1.2,-1.6,1.4,-6,0,-0.4,-3,12
Cc1ccc(SC(C)C(=O)NC(N)=O)c(C)c1 (stereo unspecified),-2,-1,.,1.5,-0.9,3.8,1,10,1.1,-4,-9
O=[N+]([O-])c1ccc(C2OCCO2)cc1CS(=O)(=O)c1ccccc1,0,-6,10,1.6,1.9,4.4,2,0,0.2,-7,-6
O=C(Nc1ccccc1)C1CCN(c2nccs2)CC1,-1,-5,-6,0.7,0.4,2.9,3,-17,0.5,-5,7
CNC(=S)N/N=C(\C)c1ccc(Cl)c(Cl)c1,-2,10,196,-0.3,0.0,-1.1,-4,0,0.4,1,-12
CN(C)c1ccc(S(=O)(=O)N2CCCCC2)cc1NC(=O)C1=NN(c2ccccc2)C(=O)CC1,-1,8,-10,1.9,0.6,-1.4,6,4,-0.2,10,-7
Cc1cccc(NC(=O)CSc2nnc(C3CC3)n2CC2CCCO2)c1C (stereo unspecified),-3,-4,-11,1.5,1.3,-1.0,0,-4,-0.2,3,-3
CC[C@@H]1[C@H]2CCCC(=O)N3CC[C@@H](C[C@@H]1OC(=O)Nc1ccccc1)[C@@H]23,2,-1,-11,-1.8,-0.3,0.5,1,-4,0.6,-1,-5
Cc1cccc(OCc2cc(-c3ccccc3)no2)c1C,-24,-27,3,1.7,1.9,-12,7,-6,0.3,-3,-6
COC(=O)c1ccc(NC(=O)COc2cccc3c2OC(C)(C)C3)cc1,-6,-104,21,4.5,10,4.3,40*,-3,0.6,19,-13

# From PubChem BioAssay
